Bioassay records deposited in PubChem by NMMLSC.
RPL19A-GFP yeast = yeast TOR pathway RPL19A-GFP modulation. percent response vs DMSO, % at 10 µM. 330,000 tested, 0.3% active. S. cerevisiae RPL19A-GFP strain, flow cytometry, 3 h; active compounds read low;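 active means percent response vs DMSO below 50%; inconclusive means fewer than 70 events counted for the yeast strain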;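 further: median channel GFP fluorescence of the barcoded RPL19A-GFP strain; ratio of sample median GFP to plate DMSO average so 100% = DMSO; lower means less RPL19A-GFP as with rapamycin TOR inhibition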
CIT2 TOR yeast = yeast TOR pathway CIT2-GFP modulation; S. cerevisiae CIT2-GFP strain, flow cytometry, 3 h; 100 means same as DMSO wells; GFP response vs DMSO, % at 10 µM; 320,000 tested, 0.065% active;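 active means GFP response relative to DMSO above a set limit, near the screen mean plus 3 SD, cut at about 150% in these data; inconclusive means Fewer than 70 cells measured for a yeast strain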;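 further: ratio of well median GFP fluorescence to mean of DMSO wells on the plate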
GRK2 aptamer HTS = human GRK2 inhibition via aptamer displacement | AID 488847 | bead flow cytometry, FAM-aptamer displacement from GRK2 | 330,000 tested, 0.59% active | inhibition of aptamer binding, % at 10 µM;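 active means inhibition of aptamer binding above 40%, roughly 3 SD of noise, on plates passing a quality check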;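 further: median bead fluorescence of bound FAM aptamer so fluorescent compounds give negative values; no value below 0 was filed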
AGP1-GFP MLPCN = modulators of TOR pathway AGP1-GFP in S. cerevisiae. 320,000 tested, 0.02% active. GFP response vs DMSO, % at 10 µM. S. cerevisiae AGP1-GFP multiplex flow cytometry, 3 h; GFP as percent of DMSO wells;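 active means GFP response relative to DMSO above a set limit, near screen average plus 3 SD, cut at about 150% in these data; inconclusive means fewer than 70 cells counted for the yeast strain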;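 further: median GFP channel fluorescence of the gated AGP1 strain per well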
VLA-4 inh = inhibition in a human VLA-4 binding assay; P13612; VLA-4 expressing cells, ligand binding flow cytometry; inhibition, % (about 7 µM as worked out from the volumes in the protocol); 330,000 tested, 0.2% active; in the data active means inhibition above about 50%
Target sequence (P13612 whole entry, looked up): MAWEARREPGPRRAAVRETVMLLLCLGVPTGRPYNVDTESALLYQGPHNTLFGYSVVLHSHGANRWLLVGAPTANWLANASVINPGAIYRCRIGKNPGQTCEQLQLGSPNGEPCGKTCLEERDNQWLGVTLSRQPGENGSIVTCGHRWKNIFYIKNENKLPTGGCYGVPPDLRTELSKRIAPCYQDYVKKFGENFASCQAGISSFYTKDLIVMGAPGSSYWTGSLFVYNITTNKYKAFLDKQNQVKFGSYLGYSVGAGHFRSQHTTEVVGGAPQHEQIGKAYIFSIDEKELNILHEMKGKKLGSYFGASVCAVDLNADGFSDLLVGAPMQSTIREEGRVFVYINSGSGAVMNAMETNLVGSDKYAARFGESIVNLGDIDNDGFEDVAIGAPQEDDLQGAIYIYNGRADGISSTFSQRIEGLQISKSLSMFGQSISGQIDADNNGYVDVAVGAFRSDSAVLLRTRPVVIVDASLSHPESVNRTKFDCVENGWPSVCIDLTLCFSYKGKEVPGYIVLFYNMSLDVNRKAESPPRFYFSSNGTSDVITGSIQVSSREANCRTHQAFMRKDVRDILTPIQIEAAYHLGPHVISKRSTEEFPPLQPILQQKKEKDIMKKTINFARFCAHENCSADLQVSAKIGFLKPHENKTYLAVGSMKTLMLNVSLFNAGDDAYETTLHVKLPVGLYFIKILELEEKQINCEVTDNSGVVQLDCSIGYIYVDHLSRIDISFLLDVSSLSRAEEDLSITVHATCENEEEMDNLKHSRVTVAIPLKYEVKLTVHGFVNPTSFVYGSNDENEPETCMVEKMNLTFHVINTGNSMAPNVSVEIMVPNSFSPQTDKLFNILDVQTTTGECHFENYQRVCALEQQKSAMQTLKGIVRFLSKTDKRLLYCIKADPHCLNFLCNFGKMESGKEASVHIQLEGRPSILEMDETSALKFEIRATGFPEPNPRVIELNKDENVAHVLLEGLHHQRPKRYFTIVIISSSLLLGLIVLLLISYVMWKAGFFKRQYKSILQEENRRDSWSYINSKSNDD
MEP2 TOR yeast = alters MEP2-GFP fluorescence in TOR pathway yeast screen; S. cerevisiae MEP2-GFP strain, flow cytometry GFP, 3 h; 100% = DMSO control level; AID 2016; 330,000 tested, 0.51% active; GFP response vs DMSO, % at 10 µM;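 active means GFP response versus DMSO above a set limit, roughly screen mean plus 3 SD, cut at about 180% in these data; inconclusive means fewer than 70 cells counted for a yeast strain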;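 further: median GFP fluorescence of the barcode-gated MEP2-GFP cells per well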
LAP4-GFP MLPCN = modulators of TOR pathway LAP4-GFP in S. cerevisiae; S. cerevisiae LAP4-GFP multiplex, flow cytometry GFP, 3 h; median GFP as percent of DMSO wells; GFP response vs DMSO, % at 10 µM; 320,000 tested, 0.34% active; AID 2023;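 active means GFP response vs DMSO above a set limit, about the screen mean plus 3 SD, cut at about 150% in these data; inconclusive means under 70 cell events counted for the yeast strain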
CR mimetic SO = lowers age-related superoxide in aged yeast cells | S. cerevisiae aged cells, superoxide DHE fluorescence; active compounds read low | superoxide response (% of plate mean), % at 10 µM | 330,000 tested, 0.18% active | AID 2690;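 active means superoxide response under a set limit, about three screen SD below normal, cut at about 65% in these data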;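 further: yeast aged for seven days with compound at 30 °C before DHE staining; 100% = average MFI of all compound-treated wells on the plate with controls excluded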
An asterisk follows results filed as active; ? = inconclusive; nt = no result given; [ ] = another dose, or the depositor's remark.

SMILES	RPL19A-GFP yeast	CIT2 TOR yeast	GRK2 aptamer HTS	AGP1-GFP MLPCN	VLA-4 inh	MEP2 TOR yeast	LAP4-GFP MLPCN	CR mimetic SO
CC(C(=O)N1CCN(c2ccc(Cl)cc2)CC1)c1ncc(C(F)(F)F)cc1Cl (stereo not drawn)	98	89	0	90	-2	98	110	103
CCOC(=O)C(C(=O)OCC)C(CC(=O)C1CC1)c1ccccc1 (stereo not drawn)	97	100	0	102	-10	96	92	83
CCOC(=O)c1c(CC(C)C)csc1NC(=O)CCl	100	99	1	101	31	98	102	114
COc1cccc(/C=N/NC(=O)CNC(=O)C(c2ccccc2)c2ccccc2)c1O	106	108	2	110	5	105	98	98
CCCC(=O)N(c1ccc2oc(=O)sc2c1)S(=O)(=O)c1cccs1	nt	103	2	108	10	102	98	121
COc1cccc(CNC(=O)CCc2nnc(C3CCCCC3)o2)c1	96	101	2	102	-6	96	102	101
COc1cccc(N(CC(=O)NC2CCCC2)C(=O)Cn2nnc(-c3ccc(C)o3)n2)c1	98	90	1	99	2	106	84	97
CCC(Oc1cccc(Cl)c1)C(=O)N1CCCN(C)CC1 (stereo not drawn)	101	104	0	97	-11	116	99	101
CN(C(=O)c1cncc(Br)c1)C1C2CC3CC(C2)CC1C3 (stereo not drawn)	99	92	0	96	-1	96	100	105
CCc1ccc(C(=O)c2cc3ccc(O)cc3oc2=O)cc1	92	102	3	95	0	96	98	92
O=C(CSc1nnc(-c2cccnc2)o1)Nc1ccccn1	102	108	8	101	1	118	115	106
CNc1nc2cc([N+](=O)[O-])c([N+](=O)[O-])cc2nc1NC	99	94	5	96	16	94	104	125
CCN1CCN(c2ncnc3sc(C(=O)Nc4ccccc4F)c(C)c23)CC1	100	106	0	103	18	97	99	78
CN(Cc1nc(-c2ccccn2)no1)S(=O)(=O)c1ccccc1	102	98	0	104	-4	104	99	104
O=C(Nc1ccccc1)c1cccc(NC(=O)c2ccco2)c1	96	106	2	109	1	99	122	107
CC(=O)NC(c1ccc(Cl)cc1)c1c(O)ccc2ccc(O)cc12 (stereo not drawn)	95	96	0	103	4	98	106	112
CCC1CCCCN1C(=O)Nc1cccc(NC(=O)N2CCCCC2CC)c1 (stereo not drawn)	99	95	0	101	-2	104	102	83
CCC(C)(C(=O)NC1CCCCC1)N(C(=O)CNC(C)=O)c1c(C)n(C)n(-c2ccccc2)c1=O (stereo not drawn)	98	92	0	nt	13	94	101	98
Cc1nn(CC(=O)NCCc2ccc(Cl)cc2)c(=O)c2cccn12	99	103	3	102	10	92	97	114
O=C(CSc1nc2ccccc2c(=O)n1-c1ccc(Cl)cc1)N/N=C/C=C/c1ccccc1[N+](=O)[O-]	98	101	0	100	-3	95	97	112
CCOc1ccc(CN2C(=O)CCC2(C)C(=O)NCc2cccnc2)cc1 (stereo not drawn)	103	95	4	97	5	97	102	104
CC(=O)c1cn(CC(=O)Nc2ccc(C)c(C)c2)c2ccccc12	91	97	0	91	2	101	98	92
CC(C)CCNC(=O)CN(C(=O)CCC(=O)Nc1nccs1)C1CCCCC1	105	101	5	105	6	106	99	102
O=C(NCc1ccc2c(c1)OCO2)c1ccc(Cl)c(S(=O)(=O)NCc2ccccc2)c1	90	92	2	93	11	111	95	98

Another view of some results above:
SMILES: O=C(CSc1nnc(-c2cccnc2)o1)Nc1ccccn1
  RPL19A-GFP yeast: 102; CIT2 TOR yeast: 108; GRK2 aptamer HTS: 8; AGP1-GFP MLPCN: 101; VLA-4 inh: 1; MEP2 TOR yeast: 118; LAP4-GFP MLPCN: 115; CR mimetic SO: 106

SMILES: CNc1nc2cc([N+](=O)[O-])c([N+](=O)[O-])cc2nc1NC
  RPL19A-GFP yeast: 99; CIT2 TOR yeast: 94; GRK2 aptamer HTS: 5; AGP1-GFP MLPCN: 96; VLA-4 inh: 16; MEP2 TOR yeast: 94; LAP4-GFP MLPCN: 104; CR mimetic SO: 125

SMILES: CCN1CCN(c2ncnc3sc(C(=O)Nc4ccccc4F)c(C)c23)CC1
  RPL19A-GFP yeast: 100; CIT2 TOR yeast: 106; GRK2 aptamer HTS: 0; AGP1-GFP MLPCN: 103; VLA-4 inh: 18; MEP2 TOR yeast: 97; LAP4-GFP MLPCN: 99; CR mimetic SO: 78

Record cards (already shown). Order of values: RPL19A-GFP yeast, CIT2 TOR yeast, GRK2 aptamer HTS, AGP1-GFP MLPCN, VLA-4 inh, MEP2 TOR yeast, LAP4-GFP MLPCN, CR mimetic SO
CC(C)CCNC(=O)CN(C(=O)CCC(=O)Nc1nccs1)C1CCCCC1 as listed: 105, 101, 5, 105, 6, 106, 99, 102
CCC(Oc1cccc(Cl)c1)C(=O)N1CCCN(C)CC1 (stereo not drawn) as listed: 101, 104, 0, 97, -11, 116, 99, 101
CC(C(=O)N1CCN(c2ccc(Cl)cc2)CC1)c1ncc(C(F)(F)F)cc1Cl (stereo not drawn) as listed: 98, 89, 0, 90, -2, 98, 110, 103
CN(C(=O)c1cncc(Br)c1)C1C2CC3CC(C2)CC1C3 (stereo not drawn) as listed: 99, 92, 0, 96, -1, 96, 100, 105
CCc1ccc(C(=O)c2cc3ccc(O)cc3oc2=O)cc1 as listed: 92, 102, 3, 95, 0, 96, 98, 92

New compounds follow.
SMILES	RPL19A-GFP yeast	CIT2 TOR yeast	GRK2 aptamer HTS	AGP1-GFP MLPCN	VLA-4 inh	MEP2 TOR yeast	LAP4-GFP MLPCN	CR mimetic SO
CCCCN(C(=S)Nc1ccccc1)C1CCS(=O)(=O)C1 (stereo not drawn)	106	119	0	107	-7	106	117	118
O=C(Nc1ccc(Cl)cc1C(=O)N1CCOCC1)c1ccco1	98	98	0	104	12	100	93	100
CNc1ccccc1C(=O)OCC(=O)N1CCN(c2ccc(OC)cc2)CC1	93	92	4	98	-7	90	106	96
C(=N\Nc1nc2ccccc2[nH]1)/c1c[nH]c2ccccc12	101	90	0	92	10	101	101	96
Cc1cc(C)nc(SCc2nnc(SCC(=O)Nc3ccc(C)c(C)c3)o2)n1	103	100	4	107	7	102	105	93
CCC/C(=C1/c2ccccc2C(=O)N1c1ccccc1)c1ccc2c(c1)OCO2	95	89	1	94	18	99	96	124
O=C(N/N=C/c1ccsc1)c1ccc2ccccc2n1	95	76	2	96	1	99	98	97
CCOC(=O)/C(C#N)=C/c1ccc(OC(=O)c2ccco2)c(OCC)c1	102	91	3	96	2	101	97	92
Cc1nn(C)c(C)c1C(C)NC(=O)c1cc(COc2ccc(F)c(F)c2)on1 (stereo not drawn)	107	112	3	122	-3	103	122	107
CCc1ccc(C(=O)C(C)OC(=O)Cc2n[nH]c(=O)c3ccccc23)cc1 (stereo not drawn)	85	107	0	99	-8	96	95	96
N#CC1(NC(=O)COC(=O)Cc2n[nH]c(=O)c3ccccc23)CCCCC1	91	91	1	95	10	100	98	95
COc1ccc(CCNC(=O)Cn2c(=O)n(-c3ccc(F)cc3F)c(=O)c3sccc32)cc1OC	95	87	2	100	7	95	99	83
Cc1cc(NC(=O)CN(C)C)c([N+](=O)[O-])cc1C	116	105	3	93	-1	108	102	78
CCOC(=O)C1CCN(C(=O)C2(NC(=O)Nc3ccccc3Cl)CCCCC2)CC1	98	97	0	91	-3	100	94	78
c1ccc(-n2c(Cc3cccnc3)nc3cnccc32)cc1	90[may fluoresce violet]	?	0	nt	-3	102[may fluoresce violet]	94[may fluoresce violet]	113
O=C(COC(=O)C1=Cc2ccccc2OC1)NC1CCCC1	95	93	2	94	6	97	95	115
Cc1ccc(C2C(C(=O)c3sc(C)nc3C)=C(O)C(=O)N2CCN(C)C)o1 (stereo not drawn)	90	95	0	90	12	101	87	88
O=C(Nc1ccccn1)c1ccc2c(c1)OCCO2	105	109	3	107	-5	101	98	75
COCCCNCCOCCOc1ccc(Cl)cc1Br	97	92	0	90	1	58	85	95
Cc1ccc(Cl)cc1NC(=O)CNC(=O)N1CC(=O)Nc2ccccc21	98	98	4	101	12	97	100	96
CC(C)=CC(=O)N1CC[C@@H](N2CCN(c3ccccc3F)CC2)[C@H](O)C1	100	111	8	100	-1	98	90	104
O=C(CCN1C(=O)c2ccccc2C1=O)C1=NN[C@@H]2C(=O)N(c3cccc(Cl)c3)C(=O)[C@H]12	102	97	2	100	18	101	99	91
CCCCc1ccc(-n2nnnc2SCC(=O)Nc2cc(OC)c([N+](=O)[O-])cc2C)cc1	101	96	2	105	9	104	101	104
O=C(Cn1nnc2ccccc21)c1ccc(Cl)cc1	103	98	0	109	12	110	112	93
COc1cc(/C=N/O)cc(Br)c1OCc1ccc(Cl)cc1	99	92	0	99	2	98	113	118
CC(C)Nc1nnc(SCC(=O)c2c(N)n(Cc3ccccc3)c(=O)n(C)c2=O)s1	96	99	1	100	6	100	98	95
Nc1ccc(-c2nc3c(Cl)cc(N)cc3[nH]2)cc1	95	94	0	95	-3	99	100	91
Cc1sc(NC(=O)C2CCCCC2C(=O)O)c(C(N)=O)c1C (stereo not drawn)	nt	102	0	99	1	94	95	91
CCCCOc1ccc(C2C3CN(C(=O)OCC)CC=C3C(C#N)=C(N)C2(C#N)C#N)cc1OC (stereo not drawn)	nt	103	0	101	1	103	101	100
COCCCNC(=O)c1cccc(OC)c1OC	101	98	0	104	0	99	98	101
CCCCc1nnc(NC(=O)c2oc3ccc(OC)cc3c2C)s1	101	97	1	101	14	103	101	103
Cc1c(Cl)c([N+](=O)[O-])nn1Cc1ccc(C(=O)N/N=C\c2cc(Cl)ccc2O)o1	98	99	0	99	0	100	97	114
COCC(=O)Nc1c(I)c(C(=O)NCC(O)CO)c(I)c(C(=O)N(C)CC(O)CO)c1I (stereo not drawn)	104	91	1	95	16	100	96	100
CC1(C)CC(=O)c2c(oc3ccc(NS(=O)(=O)c4cccc5cccnc45)cc23)C1	98	103	2	100	-2	102	101	121
O=C(O)c1ccc(NC(=O)c2cccs2)cc1	98	100	2	97	-1	98	95	84
N#CCc1ccc(NS(=O)(=O)c2cccs2)cc1	98[may fluoresce violet]	?	2	20[may fluoresce violet]	7	149[may fluoresce violet]	104[may fluoresce violet]	113

Fetched by compound from the entries so far:
SMILES	RPL19A-GFP yeast	CIT2 TOR yeast	GRK2 aptamer HTS	AGP1-GFP MLPCN	VLA-4 inh	MEP2 TOR yeast	LAP4-GFP MLPCN	CR mimetic SO
CCN1CCN(c2ncnc3sc(C(=O)Nc4ccccc4F)c(C)c23)CC1	100	106	0	103	18	97	99	78
N#CC1(NC(=O)COC(=O)Cc2n[nH]c(=O)c3ccccc23)CCCCC1	91	91	1	95	10	100	98	95
CCC(Oc1cccc(Cl)c1)C(=O)N1CCCN(C)CC1 (stereo not drawn)	101	104	0	97	-11	116	99	101

(listing goes on)
SMILES	RPL19A-GFP yeast	CIT2 TOR yeast	GRK2 aptamer HTS	AGP1-GFP MLPCN	VLA-4 inh	MEP2 TOR yeast	LAP4-GFP MLPCN	CR mimetic SO
Cc1c(NC(=O)c2cc(-c3cccs3)on2)c(=O)n(-c2ccccc2)n1C	91	104	0	92	-5	101	97	95
COc1ccc(C(=O)CCc2ccccc2)cc1	98	90	0	91	15	105	118	93
COc1ccc(N2CCN(C(CNC(=O)c3ccc4c(c3)OCO4)c3ccco3)CC2)cc1 (stereo not drawn)	95	92	2	103	12	106	104	109
O=C(CN1CCN(c2ccc(F)cc2)CC1)OCc1ccccc1	100	106	1	101	7	101	101	106
CCn1cnc2sc(C(=O)N(Cc3ccc(N(C)C)cc3)Cc3ccco3)c(C)c2c1=O	93	94	0	90	-11	93	88	119
CCC(=O)Nc1nnc(S(=O)(=O)N2CCCCCC2)s1	100	101	2	100	-8	104	105	95
